Mito fusion act: blocks mitochondrial division or promotes mitochondrial fusion. S. cerevisiae fusion-defective mutant growth rescue, CellTiterGlo 48 h. Potency, µM (titrated, usually from 46.1 µM), for the others: top-dose growth rescue (activation), most hits filed as activators. 320,000 compounds, 0.23% hits. AID 485298;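 also: potency is read from the fitted curve at half-maximal effect; % of control where 0% means no effect; nearly all actives have a fitted effect of over 45% in size; temperature-sensitive fusion mutants such as fzo1-1 at 37 °C on non-fermentable ethanol glycerol medium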
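Yeast fusion mutant, YPEG (non-fermentable carbon), compound, 48 h at 37C non-permissive; CellTiterGlo added, 10 min RT, luminescence read. Rescued growth = division inhibition.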
A-T KAP1 phos: candidate therapy for ataxia-telangiectasia; 320,000 compounds, 0.19% hits; […] A-T fibroblasts, KAP-1 phosphorylation AlphaLISA; neocarzinostatin DNA damage 30 min before lysis; Potency, µM (doses to about 57.5 µM), inactives show at the top dose activation, actives largely listed as activators; also: potency is read from the fitted curve at half-maximal effect; % of control where 0% means no effect; nearly all actives have a fitted effect of over 45% in size
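hTERT-immortalized A-T patient fibroblasts ([…]), 500 cells/well in OPTI-MEM, 1% FBS, got compounds for 60 min, then NCS for 30 min at 37C. Lysates were then assayed for phospho-KAP-1 by AlphaLISA (anti-pKAP1 donor, anti-KAP1 acceptor beads), 6 hr at 25C.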
hERG WT inh: inhibitors of human wildtype KCNH2 potassium channel; 340,000 compounds, 0.37% hits; Q12809; activity change, % at 1.84 µM; U2OS, BacMam KCNH2, thallium flux FluxOr; active compounds read low;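 active = maximum activity change below -70%; inconclusive = maximum activity change between -70% and -50%; inactive = maximum activity change above -50%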; also: % is scaled to controls: 0 for no effect and ±100 for the full control effect
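U2OS cells were transduced with wild-type KCNH2 virus (2.03 x 10^8 / mL) for 4 h at room temperature, then cultured overnight at 37 C. Thallium flux was read with FluxOr dye. Rate constants were normalized to DMSO controls.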
Eya2 phos inh: inhibitors of human Eya2 phosphatase activity | recombinant Eya2, OMFP fluorescence dephosphorylation (OMFP is methylfluorescein phosphate) | O00167 | Potency, µM (highest dose often 76.9 µM), without a hit: at the highest dose activity, negative = inhibition, hits mostly inhibitors | 330,000 compounds, 0.006% hits; also: potency is read from the fitted curve at half-maximal effect; % is scaled to controls: 0 for no effect and ±100 for the full control effect
Target sequence (O00167 whole entry, looked up): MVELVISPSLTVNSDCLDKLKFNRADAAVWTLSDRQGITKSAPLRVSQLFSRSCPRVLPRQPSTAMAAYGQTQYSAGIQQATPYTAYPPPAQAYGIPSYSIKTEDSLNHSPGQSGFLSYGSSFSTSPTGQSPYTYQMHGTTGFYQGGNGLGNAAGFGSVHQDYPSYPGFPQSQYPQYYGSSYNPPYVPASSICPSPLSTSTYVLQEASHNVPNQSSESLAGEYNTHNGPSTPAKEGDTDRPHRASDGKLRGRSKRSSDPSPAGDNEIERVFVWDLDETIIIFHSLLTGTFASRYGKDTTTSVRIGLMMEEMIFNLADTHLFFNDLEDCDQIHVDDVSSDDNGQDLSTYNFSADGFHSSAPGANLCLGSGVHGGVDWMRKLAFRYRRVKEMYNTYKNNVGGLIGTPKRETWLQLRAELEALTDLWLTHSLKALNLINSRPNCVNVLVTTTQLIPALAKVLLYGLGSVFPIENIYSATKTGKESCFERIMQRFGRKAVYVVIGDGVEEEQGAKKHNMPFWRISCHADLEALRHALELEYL
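Eya2 (0.2 uM) preincubated 10 min at ambient with compound, then OMFP substrate added at 50 uM; 10 min reaction in 50 mM HEPES pH 7.5, 50 mM NaCl, 5 uM MgCl2, 0.05% BSA, 1 mM DTT. Fluorescence read at Ex 485/Em 525 nm.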
ELG1 DNA repair: inhibitors of ELG1-dependent DNA repair in HEK293T cells | Potency, µM (titrated, usually from 46.1 µM), without a hit: at the highest dose activity change, negative = inhibition, usual class: inhibitors | HEK293T ELG1-luciferase reporter, luminescence, 16 h; DNA damage induced by 5-fluorouridine | 330,000 compounds, 2.3% hits | AID 504467; also: potency is read from the fitted curve at half-maximal effect; % is scaled to controls: 0 for no effect and ±100 for the full control effect; nearly all actives have a fitted effect of over 55% in size
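HEK293T cells expressing luciferase-tagged ELG1 (2,000/well) received 5-Fluorouridine plus compound or DMSO for 16 hr at 37 °C. Luciferase was read by ONE-Glo luminescence after 30 min at room temperature.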
TCR activator: activators of T cell receptors; 330,000 tested, under 10 active; primary human leukocytes, anti-CD3, IL-2 HTRF, 48 h; Potency, µM (titrated, usually from 9.22 µM), for the others: at the highest dose activation of IL-2 secretion, most hits filed as activators; also: % of control where 0% means no effect
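Primary human leukocytes incubated 48 hr with anti-CD3 beads plus compound, without co-stimulation. Secreted IL-2 measured by HTRF (europium cryptate/d2 anti-IL-2 pair, 320 nm excitation, 665 nm emission).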
TRPV1 agonist: activates the human vanilloid receptor TRPV1 | 320,000 compounds, 0.19% hits | TRPV1-expressing cells, Fluo-8 calcium influx, agonist mode | activation, % at 8.33 µM; in the data active = activation above about 80%; inconclusive = between about 30% and that limit; also: 0% is about no effect
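TRPV1-expressing cells were cultured overnight at 35.5C and loaded with Fluo-8 calcium dye for 40 to 90 min at room temperature. After a 10 s baseline, compound was added and calcium influx was read kinetically for 3 min (ex 480/em 520 nm).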
KCNH2 3.1 inh: blocks the human KCNH2 3.1 channel isoform; AID 720553; 340,000 compounds, 0.95% hits; U2OS KCNH2 3.1, thallium flux FluxOr; active compounds read low; activity change, % (tested at about 1.8 µM);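 active = maximum activity change below -70%; inconclusive = maximum activity change from -70% to -50%; inactive = maximum activity change above -50%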;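 also: thallium influx rate constant from kinetic fluorescence after stimulation buffer; % is scaled to controls: 0 for no effect and ±100 for the full control effect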
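U2OS cells transduced with KCNH2 3.1 mutant virus (1.77 x 10^8 /mL, 4 h), plated overnight at 37 C, loaded 45 min with FluxOr dye plus Red40 quencher. Thallium flux rate constant from kinetic reads after stimulation buffer, normalised to controls.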
USP2a block: blocks human ubiquitin-specific protease USP2a | 330,000 compounds, 0.01% hits | O75604 | AID 463254 | Potency, µM (top dose mostly 38.3 µM), for the others: at the highest dose activity change, negative = inhibition, usual class: inhibitors | USP2 core, Ub-CHOP2 coupled fluorogenic reporter, 485/531;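 also: potency is read from the fitted curve at half-maximal effect; plate controls were DMSO wells for no effect and full inhibition by NEM control for full effect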
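USP2 core (10nM final) preincubated 30min RT with compound in 20mM Tris-HCl pH 8.0, 2mM CaCl2, 2mM beta-mercaptoethanol, 0.05% CHAPS; 25nM Ub-CHOP2 plus 25nM reporter substrate added, fluorescence (Ex485/Em531) read after 60min.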
TSHR antagonist: blocks TSH signaling through the human TSH receptor. TSHR-expressing cells, TSH-stimulated cAMP HTRF, 2 h; active compounds read low. activity change, negative = inhibition, % at 11.5 µM. 330,000 compounds, 0.2% hits;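 active = activity change below a set negative limit, meaning inhibition stronger than a set level, cut at about -70% in these data; inconclusive = activity change between two set negative limits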; also: % is scaled to controls: 0 for no effect and ±100 for the full control effect
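Antagonism was scored as loss of TSH-driven cAMP in TSHR cells, stimulated with 4nM TSH (EC80) for 2 hours at 37 deg C and detected by homogeneous HTRF competition immunoassay.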
Numbers without * were called inactive; ? = inconclusive; . = not tested or not shown; [ ] = another dose, or the depositor's remark. Unless noted, calls follow the shape of the dose curve; as a rule, active = well fitted curve in the direction sought with a large enough effect; inconclusive = small, poorly fitted or top-dose-only effect, or another doubt; inactive = no such curve, though single readings can be large; an effect the other way counts as inactive or inconclusive. These rows are one share of the data (hit frequency here may not be typical).

SMILES	Mito fusion act	A-T KAP1 phos	hERG WT inh	Eya2 phos inh	ELG1 DNA repair	TCR activator	TRPV1 agonist	KCNH2 3.1 inh	USP2a block	TSHR antagonist
c1cc[n+](CCCC[n+]2ccccc2)cc1	1%	-31%	-1	-4%	4%	-3%	-3	0	-2%	-6
CCOc1ccc(/C=C2\SC(=S)N(CCC(=O)Nc3cccc(C(=O)O)c3)C2=O)cc1	4%	-9%	-10	-4%	25%	3%	4	-2	1%	-5
O=C(COC(=O)CCC(=O)c1ccccc1)NNC(=O)c1ccc(Cl)cc1	-6%	0%	-3	-1%	3%	-2%	-2	4	0%	-5
Cc1ccccc1NC(=O)CN1C(=O)S/C(=C\c2ccc(-c3cc(C(=O)O)ccc3C)o2)C1=O	7%	1%	-43	-10%	7%	0%	1	-1	10%	-13
CC(C)N(C(=O)CSc1nnc(Cn2nnc3ccccc32)n1C)C(C)C	-1%	1%	-7	-9%	0%	-3%	0	-9	0%	0
Cc1c(NC(=O)C(Sc2ccccc2)c2ccccc2)cccc1[N+](=O)[O-] (stereo not drawn)	1%	-10%	-5	-2%	?	1%	21	-9	1%	-3
COc1ccccc1OCCNC1CCCC1	2%	17%	-3	-6%	1%	-15%	4	16	-10%	16
CCn1c(C)c2c(C)nnc(C)c2c1C	-4%	5%	4	-12%	-4%	-28%	-4	5	0%	-3
CNC(=O)CC(C(=O)O)c1ccc(OCC(C)C)cc1 (stereo not drawn)	1%	3%	3	13%	13%	-3%	0	3	-1%	18
O=c1oc2ccccc2cc1N1CCOCC1	4%	1%	-12	15%	14%	8%[46.1 µM]	2	-5	3%	12
COCCCNc1nc2c(c(=O)n(Cc3ccc(Cl)cc3)c(=O)n2C)n1C	2%	25%	3	-8%	?	.	?	0	4%	-2
CCOC(=O)N1CCN(CC(=O)Nc2sc(CC)cc2C(=O)c2ccc(OC)cc2)CC1	4%	2%	3	-8%	?	-4%	16	-14	-1%	1
COc1ccc(-c2nnc(-c3cccs3)o2)cc1OC	10%	-5%	-19	2%	?	-1%	0	14	2%	-5
CC1(C)OC(C(O)(c2ccccc2)c2ccccc2)[C@@H](C(O)(c2ccccc2)c2ccccc2)O1 (stereo partly drawn)	13%	-1%	.	9%	?	-3%	16	.	1%	-9
Cc1ccc(NC(=O)CCCc2ccccc2)nc1	-7%	4%	-8	-2%	?	-3%	?	-9	0%	-13
COc1cccc(-n2c(-c3ccco3)nc3nc4ccccc4nc32)c1	-27%	2%	.	6%	?	7%[46.1 µM]	16	15	-1%	2
O=C(c1cccc(NC2=NC3CS(=O)(=O)CC3S2)c1)N1CCN(c2ccc(F)cc2)CC1 (stereo not drawn)	1%	2%	-2	3%	-2%	2%	-2	-7	0%	3
FC(F)(F)c1cccc(OCc2nnc3n2CCC3)c1	-9%	24%	-2	7%	8%	.	4	-2	-3%	24
COc1ccc(CCNC(=O)c2ccc(C)s2)cc1OC	3%	4%	4	2%	3%	4%	-1	1	1%	5
Cc1noc(C)c1CSc1nc2sc(C)c(C)c2c(=O)n1C1CCCC1	8%	3%	-2	9%	-23%	0%	11	-10	5%	-21
Cc1ccc(Cn2ccc(NC(=O)C3C4CCC(C4)C3C(=O)O)n2)cc1 (stereo not drawn)	1%	.	-3	17%	17%	-8%	7	-3	-2%	10
CC1=NN(/C(=N\c2nnc(C)s2)Nc2ccccc2)[C@H](c2cccc3ccccc23)S1	?	.	-4	-14%	?	-2%[46.1 µM]	3	-7	-11%	-34
CN(CCNC(=O)c1cccc(N2CCCC2=O)c1)Cc1ccccc1	0%	11%	-5	-20%	5%	6%	-2	0	-3%	10
COc1ccc(CN(Cc2ccc(C(=O)O)cc2)C(=S)Nc2ccccc2F)cc1OC	12%	3%	-4	5%	-5%	6%	-4	20	-1%	8

Six entries out of the list, sorted by formula weight, ascending.
SMILES	Mito fusion act	A-T KAP1 phos	hERG WT inh	Eya2 phos inh	ELG1 DNA repair	TCR activator	TRPV1 agonist	KCNH2 3.1 inh	USP2a block	TSHR antagonist
Cc1ccc(NC(=O)CCCc2ccccc2)nc1	-7%	4%	-8	-2%	?	-3%	?	-9	0%	-13
FC(F)(F)c1cccc(OCc2nnc3n2CCC3)c1	-9%	24%	-2	7%	8%	.	4	-2	-3%	24
COc1ccc(-c2nnc(-c3cccs3)o2)cc1OC	10%	-5%	-19	2%	?	-1%	0	14	2%	-5
COc1ccc(CCNC(=O)c2ccc(C)s2)cc1OC	3%	4%	4	2%	3%	4%	-1	1	1%	5
Cc1noc(C)c1CSc1nc2sc(C)c(C)c2c(=O)n1C1CCCC1	8%	3%	-2	9%	-23%	0%	11	-10	5%	-21
CC1(C)OC(C(O)(c2ccccc2)c2ccccc2)[C@@H](C(O)(c2ccccc2)c2ccccc2)O1 (stereo partly drawn)	13%	-1%	.	9%	?	-3%	16	.	1%	-9

Other records.
SMILES	Mito fusion act	A-T KAP1 phos	hERG WT inh	Eya2 phos inh	ELG1 DNA repair	TCR activator	TRPV1 agonist	KCNH2 3.1 inh	USP2a block	TSHR antagonist
COc1ccc(-c2sc(Nc3ccccc3)n[n+]2C)c(C)c1C	-8%	-11%	-4	-6%	-12%	3%	1	-5	-1%	2
C/C(=N\NC(=O)Cc1c[nH]c2ccccc12)c1ccc2ccccc2c1	-4%	11%	0	-12%	?	.	?	-4	-1%	-14
Cc1ccsc1CN(C)C(=O)CCc1nnc(COc2ccccc2)o1	5%	-1%	-2	-8%	?	-3%	3	2	2%	-3
O=C(NNC(=S)Nc1ccccc1)c1ccccc1[N+](=O)[O-]	1%	2%	1	4%	-14%	-4%	14	-16	0%	8
Cc1ccnc(NC(=O)CSc2cc(=O)n(C)c3ccccc23)c1	8%	2%	1	30%	?	3%	0	-28	0%	14
CC(OC(=O)/C=C/c1ccco1)C(=O)NC1CCCCC1C (stereo not drawn)	1%	-6%	-1	-8%	0%	3%	2	-11	-1%	25
Nc1ccc([N+](=O)[O-])cc1C(=O)NNC(=O)c1ccco1	-2%	0%	4	-9%	8%	0%	-1	-40	0%	0
C=CCCC(=O)NC1CC(C)(C)Cc2c1cnn2-c1cccc(F)c1 (stereo not drawn)	-3%	4%	5	?	1%	-4%	12	-4	0%	-5
C/C(=N\NC(=O)c1cccs1)C(C)(C)C	-1%	0%	0	3%	?	-8%[46.1 µM]	0	-3	-1%	-7
CC(C)N(C(=O)CSc1nnc(NC(=O)c2ccco2)s1)C(C)C	-9%	1%	5	-1%	5%	-3%	1	-6	0%	-3
CC[C@H](C)[C@@H](NC(=O)O[C@@H]1C(=O)c2cc(Br)ccc2O[C@H]1c1ccc2c(c1)OCO2)C(=O)OC	-7%	17%	.	-6%	13%	.	-1	.	-10%	-8
CC(C)c1ccc(NC(=O)C(c2ccc3c(c2)OCO3)N2CCN(C(=O)c3ccco3)CC2)cc1 (stereo not drawn)	-5%	-14%	11	-8%	-2%	-2%	-5	-18	0%	-4
Cc1nonc1NC(=O)CSc1ccccn1	9%	6%	-23	8%	4%	6%	1	-26	1%	-3
Clc1cccc(CSc2nnc(-c3sccc3-n3cccc3)o2)c1	0%	6%	-8	-9%	?	-7%	.	-8	0%	0
NC(=O)c1ccc(NC(=O)CSc2nnc(C3CC3)n2C2CC2)cc1	.	3%	4	-3%	0%	-2%	.	-13	-1%	-6
CC1CC(C)(C)N(C(=O)NC2CCCCC2)c2ccccc21 (stereo not drawn)	0%	1%	1	-26%	1%	-6%[46.1 µM]	-4	-20	4%	-2
CN(Cc1ccccc1)c1ncnc2ccc(Br)cc12	3%	-5%	-10	-2%	18µM*	-5%	9	-1	0%	-12
CN1CCN(c2nc3ccccn3c(=O)c2C=C(C#N)C#N)CC1	2%	-17%	-14	5%	-14%	2%	-3	-3	-1%	-1
O=CNn1cnc2c(oc3nc(-c4ccccc4)cc(-c4ccco4)c32)c1=O	-3%	0%	-46	-2%	2%	-4%	-4	1	6%	-15
COc1ccc(OC)c(S(=O)(=O)NCCO)c1	-5%	3%	2	2%	-1%	2%	1	-9	4%	50
COc1ccccc1OCCNC(=O)c1cccs1	-2%	3%	3	2%	?	-1%	0	14	2%	-15

Screens (PubChem)
